KLK7 zymogen act = proKLK7 (human) activation, primary screen. activation, % at 7 µM. P49862. 0.9% of 370,000 active. purified proKLK7, EDANS-DABCYL substrate fluorescence; 100% is mature enzyme control, 0% vehicle. AID 652039;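 active = activation above the mean of all tested compounds plus 3 SD, computed per campaign excluding outliers beyond control limits, cut at about 13% in these data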
Target sequence (P49862 whole entry, looked up): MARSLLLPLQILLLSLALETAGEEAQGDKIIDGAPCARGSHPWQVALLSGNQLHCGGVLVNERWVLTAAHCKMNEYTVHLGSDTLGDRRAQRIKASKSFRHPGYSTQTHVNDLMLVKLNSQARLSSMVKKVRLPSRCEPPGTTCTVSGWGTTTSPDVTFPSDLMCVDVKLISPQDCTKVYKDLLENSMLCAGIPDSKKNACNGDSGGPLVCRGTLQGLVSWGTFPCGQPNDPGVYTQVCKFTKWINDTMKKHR
LEDGF integ inh = blocks HIV-1 LEDGF/p75-dependent DNA integration. inhibition, % at 3.7 µM. TR-FRET IN-LEDGF/p75 DNA integration, Eu/Cy5. 0.64% of 370,000 active;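 active = inhibition above the screen-wide mean plus 3 SD, cut at about 13% in these data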;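 also: signal is the Cy5 over europium emission ratio at 671 and 618 nm; 0% = plate median of compound wells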
TCR CD3 inh = inhibitors of human TCR-CD3 interaction. TAMRA-labeled TCR probe fluorescence, biochemical. inhibition, % at 9.4 µM. 0.37% of 360,000 active; in the data active = inhibition above about 19%;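 also: recombinant mutant TCR 2C K166C tagged with TAMRA read by polarization; 0% = receptor in buffer alone and 100% = receptor with positive control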
TDP2 absorb = TDP2 (human) inhibition, absorbance primary screen; inhibition, % at 12.8 µM; recombinant TDP2, T5PNP hydrolysis, p-nitrophenol absorbance 415 nm; AID 720702; 0.34% of 370,000 active;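 active = inhibition above the mean of all tested compounds plus 3 SD, set per campaign, cut at about 25% in these data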;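 also: 0% = DMSO with enzyme and 100% = buffer with substrate but no TDP2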
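Assay system: recombinant human TDP2 / Reagent: T5PNP substrate at 5 mM, a TopII-DNA adduct mimic / Measured by: epi absorbance from released p-nitrophenol / Evaluation: % inhibition relative to enzyme-containing and enzyme-free wells / Control set: enzyme-free and DMSO wells / Replicates: each compound tested once, singlicate / Schedule: enzyme reaction with compound for 2 h at 37 °C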
SIAE inh = inhibitors of human sialic acid acetylesterase SIAE | Q9HAT2 | SIAE FP-Rh probe binding, fluorescence polarization | inhibition, % at 9.66 µM | 0.69% of 370,000 active;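 active = inhibition above a cutoff: mean of compounds within the control limits plus 3 SD of those, cut at about 17% in these data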;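 also: 0% = plate median of compound wells and 100% = probe without SIAE protein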
PRMT1 FP inh = PRMT1 (human) inhibition, primary screen. Q99873. recombinant PRMT1, activity-based probe fluorescence polarization. inhibition, % at 2.79 µM. 1.3% of 370,000 active;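 active = inhibition above about 21% made by adding two undisclosed values, limit read from the data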
UHRF1 MBD2 ctr = human UHRF1 methylated DNA binding inhibitors; 0.75% of 370,000 active; inhibition, % at 4.4 µM; UHRF1 binding to methylated oligo, TR-FRET; AID 687016; Q96T88; in the data active = inhibition above about 21%;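 also: UHRF1 SRA domain binding a hemimethylated CpG hairpin DNA probe; 0% = median of test compound wells and 100% = reference inhibitor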
Target sequence (Q96T88 whole entry, looked up, the tested form may be a part): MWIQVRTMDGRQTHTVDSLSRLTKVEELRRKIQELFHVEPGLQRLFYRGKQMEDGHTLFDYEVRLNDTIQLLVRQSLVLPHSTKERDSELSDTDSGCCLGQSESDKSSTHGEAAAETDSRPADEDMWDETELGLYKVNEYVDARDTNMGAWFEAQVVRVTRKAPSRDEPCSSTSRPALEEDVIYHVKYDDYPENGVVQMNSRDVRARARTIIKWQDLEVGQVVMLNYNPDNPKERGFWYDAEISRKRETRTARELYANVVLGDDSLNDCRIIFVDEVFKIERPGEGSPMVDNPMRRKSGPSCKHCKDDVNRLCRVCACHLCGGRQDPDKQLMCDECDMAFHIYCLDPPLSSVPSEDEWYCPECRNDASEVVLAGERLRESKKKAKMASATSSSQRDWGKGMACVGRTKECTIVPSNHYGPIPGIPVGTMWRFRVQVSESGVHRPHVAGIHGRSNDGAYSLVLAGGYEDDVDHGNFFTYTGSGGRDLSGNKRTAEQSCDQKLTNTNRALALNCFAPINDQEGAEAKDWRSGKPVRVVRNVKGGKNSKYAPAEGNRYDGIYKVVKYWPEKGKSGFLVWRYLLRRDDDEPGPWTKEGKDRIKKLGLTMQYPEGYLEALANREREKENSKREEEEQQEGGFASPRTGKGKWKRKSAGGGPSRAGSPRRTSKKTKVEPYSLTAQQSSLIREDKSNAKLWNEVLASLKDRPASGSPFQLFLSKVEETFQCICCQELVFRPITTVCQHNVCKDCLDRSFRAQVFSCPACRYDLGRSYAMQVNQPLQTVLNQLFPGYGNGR
Tn6 DDE FP = inhibitors of Tn6 peptide binding to human fibrin DD(E); 0.21% of 370,000 active; inhibition, % at 8.3 µM; Fibrin DD(E) TRITC-Tn6 fluorescence polarization displacement; P02675;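 active = inhibition above a per-campaign cutoff: mean of compounds within control limits plus 3 SD, cut at about 15% in these data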;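 also: 0% = median of all compound wells on the plate and 100% = blocking peptide control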
MBD2 inh = inhibitors of human MBD2 binding to methylated oligonucleotide; Q9UBB5; TR-FRET; inhibition, % at 4.4 µM; 0.31% of 370,000 active; in the data active = inhibition above about 13%
Tn7 DDE FP = DD(E)-Tn7 binding inhibition, primary FP screen | FP displacement of FITC-Tn7 peptide from fibrin DD(E); 0% = median of compound wells per plate | P02675 | 0.13% of 370,000 active | inhibition, % at 8.3 µM;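 active = inhibition above the mean of compounds falling within the control limits plus 3 SD of them, cut at about 14% in these data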;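 also: 0% = plate median of compound wells and 100% = 10 µM Aha-Tn7 peptide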
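Assay system: Human fibrin DD(E) protein | Medium: Tris buffer with calcium and detergent, pH 7.8 | Reagent: 0.1 µM fluorescent Tn7 | Compound dosing: Single point at 8.3 µM | Times: 10 min preincubation, 3 h with tracer, room temperature | Detection: Fluorescence polarization of the labelled Tn7 tracer | Controls: Aha-Tn7 high control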
* hit, by the source's call; nt = not tested or not shown.

cpd	canonical_smiles	KLK7 zymogen act	LEDGF integ inh	TCR CD3 inh	TDP2 absorb	SIAE inh	PRMT1 FP inh	UHRF1 MBD2 ctr	Tn6 DDE FP	MBD2 inh	Tn7 DDE FP
1	CCOC(=O)/C(=C\c1ccccc1)C(=O)c1cc(C(C)=O)c(Nc2ccccc2)s1	0.6	1	1	8	-1	0	2	1	-2	9
2	COC(=O)CNC(=O)COC(=O)/C=C/c1ccc(F)cc1	0.1	-1	-1	0	0	-1	1	-3	-2	-4
3	C=CCN(C(=O)[C@@H](CCCC)[C@@H](O)c1ccc(Cl)cc1)c1ccccc1	0.3	3	nt	-12	-3	0	0	0	16*	0
4	CCc1ccc(C(O)c2ncc(-c3cccc(F)c3)[nH]2)cc1 (centres undefined)	-0.1	-2	8	-6	0	-1	0	-2	1	8
5	CNC(=S)N1CCN(c2nc(-c3ccc(F)cc3)cs2)CC1	0.2	-2	5	-1	2	4	2	-5	0	3
6	Cc1ccccc1S(=O)(=O)N1CCCc2nc(C)c(C)cc21	-0.2	-1	-3	2	1	2	0	12	2	13
7	CCOC(=O)OC(C)OC(=O)[C@@H]1N2C(=O)[C@@H](NC(=O)[C@H](N)c3ccccc3)[C@H]2SC1(C)C (some centres undefined)	8.1	-3	3	-10	-2	13	2	0	1	7
8	Fc1ccc(C2=NNC(=NCc3ccccc3)SC2)cc1F	0.0	-4	1	1	-4	9	-4	-4	3	-3
9	COc1ccc(-c2cc(=O)oc3c(C)c(OCC(=O)NCCCn4ccnc4)ccc23)cc1	-1.7	-4	-2	-4	-10	5	-4	-1	-4	4
10	Cc1ccsc1C1C2=C(CC(C)(C)CC2=O)Nc2ncnn21 (centres undefined)	0.1	1	-6	-3	6	7	-2	1	0	-6
11	Cc1cccc(C)c1-n1nnnc1-c1cnccc1C(F)(F)F	-0.3	2	6	-3	-1	-3	-2	0	-7	1
12	O=C(CN(c1cccc(Cl)c1)S(=O)(=O)c1ccc(Cl)cc1)NCc1ccccn1	0.0	1	-1	7	-1	-5	-2	0	-1	-4
13	COc1cccc(/C=C/C(=O)OCC(=O)Nc2cc(S(=O)(=O)N3CCOCC3)ccc2C)c1	-1.2	0	5	5	-5	-1	9	1	1	-5
14	Cc1ccc(C(C(=O)NC2CCCCC2)N(Cc2ccco2)C(=O)C2COc3ccccc3O2)o1 (centres undefined)	-0.2	2	-4	11	3	3	7	1	2	2
15	CC(C)(C)C1CCC2(CC1)Nc1cccc3cccc(c13)N2	-0.9	-8	-2	5	7	-1	-2	-12	3	-3
16	COc1ccc(C(CNS(=O)(=O)c2ccccc2)N2CCN(C)CC2)cc1 (centres undefined)	0.4	-3	-8	13	-3	4	-1	0	0	0
17	COC(=O)Cc1[nH]n(-c2nc3ccccc3s2)c(=O)c1C(C)=Nc1ccc(OC)cc1	0.2	2	3	15	2	-3	-1	-3	-6	0
18	CCOC(=O)C1CCCN(S(=O)(=O)Cc2ccc(Cl)cc2)C1 (centres undefined)	0.2	0	3	-16	-4	-3	5	10	3	-10
19	Cc1ccc2oc(-c3cccc(NC(=O)C4CCCO4)c3)nc2c1 (centres undefined)	-0.2	-1	-2	-12	-6	0	-1	-6	-3	3
20	COCCCNC(=O)/C(=C\c1cccn1C)NC(=O)c1cccs1	0.0	0	12	-8	3	-1	-3	2	1	5
21	Clc1ccc([C@H]2OC[C@@]3(CNCCc4c[nH]c5ccccc45)CS[C@H](c4ccc(Cl)cc4)N23)cc1	-0.2	8	nt	-4	6	-1	-1	3	-6	-8
22	CCOCCCNC(=O)c1ccc(OC(C)=O)cc1	0.0	1	7	0	-1	-3	-3	1	-10	5
23	CCN1CCN(CC(=O)Nc2nc3ccc(OC)cc3s2)CC1	0.3	3	-4	7	0	0	2	2	-3	-3
24	COc1ccc(CNCc2ccc(OC)c3ccccc23)cc1	0.4	6	3	-4	0	-5	-3	2	1	-3
25	Cc1ccc(S(=O)(=O)N2CCCC(C(=O)NCCC3=CCCCC3)C2)cc1 (centres undefined)	-0.6	-2	5	4	-5	1	0	-1	5	0
26	FC(F)(F)c1ccc2nnc(-c3c(Cl)cccc3Cl)n2c1	-0.8	-1	-1	2	0	1	11	2	6	4
27	CS(=O)(=O)c1ccc2nc(NC(=O)CCNC(=O)c3ccccc3Cl)sc2c1	-0.7	-2	-8	-3	-4	-1	17	2	11	5
28	Cc1ccc(OCCC(=O)OCC(=O)Nc2ccc3[nH]c(=O)[nH]c3c2)cc1	0.6	-3	-7	-5	7	6	1	8	5	-5
29	Cc1ccc(CNC(=O)C2=CCN(S(=O)(=O)c3ccc(C)cc3)CC2)cc1	0.3	-3	5	1	-3	3	2	3	2	3
30	COc1ccc(Cn2nnnc2C(CC(C)C)N2CCN(c3ccccc3)CC2)cc1 (centres undefined)	0.3	-1	2	15	0	-2	-2	7	3	0
31	O=[N+]([O-])C(C1CCS(=O)(=O)C1)C1CCS(=O)(=O)C1 (centres undefined)	0.0	-1	2	-18	-1	-1	1	-1	-1	-3
32	O=C(CSC(=S)N1CCCC1)NCCc1ccccc1	0.2	-2	-8	-9	-3	16	6	7	6	6
33	OC(CC#CCN1CCCCC1)(c1ccccc1)c1ccccc1	-0.8	-5	-2	-1	-5	7	1	8	-1	-8
34	O=c1oc(-c2cccs2)nc2scc(-c3cccs3)c12	-0.6	2	-3	-7	-3	1	-2	3	1	2
35	c1ccc(CSc2ccc(-c3ccccn3)nn2)cc1	-0.3	5	-3	-10	-9	-7	7	-2	0	-6
36	O=C(CSc1n[nH]c(-c2ccncc2)n1)NC1CCS(=O)(=O)C1 (centres undefined)	-0.7	0	3	10	1	2	2	-8	1	2
37	Cc1nc(-c2ccc(C(=O)Nc3cc(S(N)(=O)=O)ccc3C)cc2)cs1	0.7	0	-3	21	-4	0	0	-1	-1	2
38	CC(=O)N1C[C@H]2CON(C)[C@H]2C[C@H]1c1cccc(N2CCOCC2)c1	0.8	-6	-7	-4	-1	6	3	-7	8	3
39	O=C1N(c2ccccc2)C(c2ccc(Cl)cc2)N2CCCN12 (centres undefined)	0.5	-4	-1	-6	-1	2	8	-2	3	3
40	COc1ccc(CCNS(=O)(=O)c2cccc3nsnc23)cc1OC	0.3	-1	4	5	-1	0	5	-7	2	-2
41	N#CCCN1CCN(C(=S)c2ccc(-c3cc(Cl)ccc3Cl)o2)CC1	-0.4	-2	-1	-3	3	4	1	3	5	0
42	CCCCCn1cnc2c(sc3nc4c(cc32)CSC(C)(C)C4)c1=O	-0.1	1	2	5	-8	0	1	1	3	11
43	Cc1ccc(S(=O)(=O)N2CCN(C(=O)CSc3nnc(C)s3)C2)cc1	0.1	-1	2	-6	-7	5	-1	12	3	-7
44	Cc1ccc(S(=O)(=O)c2nc(S(C)(=O)=O)sc2N2CCCCC2C)cc1 (centres undefined)	0.1	2	-2	19	-3	3	0	6	-4	1
45	COCCn1c(N)c(N(Cc2ccccc2)C(=O)c2ccc(C#N)cc2)c(=O)[nH]c1=O	0.7	5	10	-10	-2	-1	1	-3	-1	-1
46	COc1ccc(C2=CSC3=NCCN23)cc1OC	-0.7	-4	0	17	0	6	3	2	1	2
47	Cc1ccccc1NC(=O)C(C)O/N=C/c1cccc([N+](=O)[O-])c1 (centres undefined)	-0.2	0	10	1	-4	4	0	-1	1	-3
48	Cc1c[nH]c2cccc(-c3c(Cl)cccc3Cl)c12	0.6	-3	nt	-11	5	8	3	-7	5	3
49	O=C(c1cccnc1)N1CCN(S(=O)(=O)c2cccc(Cl)c2)CC1	0.2	-4	-5	5	-5	3	2	-5	2	5
50	COc1ccc(NC(=O)CSc2nccn2Cc2ccc(F)cc2)cc1	-0.1	1	-2	18	7	-1	3	-3	-1	3
51	CN(C)C(=O)c1ccc(Nc2ncnc3sc4c(c23)CCCCC4)cc1	0.5	-4	-6	13	-2	2	3	-14	2	7
52	CCOc1ccc(C(=O)Nc2cc(NC(=O)c3ccc(OCC)c(Cl)c3)cc(C(=O)O)c2)cc1Cl	-0.2	1	9	2	-31	-2	-6	3	-2	-4
53	COc1ccc(C(=O)Nc2ccccc2C(=O)Nc2ccccc2)cc1	0.0	1	7	7	-5	-1	-1	-3	-3	-3
54	CCOC(=O)N(C)c1c(CC)nc2c(OCc3ccc(OC(F)F)cc3)cccn12	0.5	0	0	1	4	3	-5	-7	-4	-1
55	CC(C)[C@H](NC(=O)c1ccc(F)cc1)C(=O)NC1=NCCS1	0.9	1	2	2	1	3	1	-1	-3	-7
56	COc1ccc(NC(=O)CCNC(=O)N2CC(=O)Nc3ccccc32)cc1OC	0.3	-1	-16	0	-1	4	0	-4	2	-8
57	CCOC(=O)C1=CN(Cc2ccccc2)CCC1=O	0.0	2	-4	-17	-3	-2	5	0	-6	-10
58	CN(Cc1ccccc1)c1ncnc2sccc12	-0.2	1	2	-3	0	-1	-2	1	2	1
59	Cc1cc(NC(=O)CSCC(=O)N(C)Cc2ccc(F)cc2)no1	0.4	1	-7	-7	2	3	3	1	-2	1
60	CCOc1cc(/C=N/NC(=O)CSc2nncn2C)ccc1OCc1ccccc1	0.0	-3	-3	5	-1	1	11	-6	0	-3

Continued.
cpd	canonical_smiles	KLK7 zymogen act	LEDGF integ inh	TCR CD3 inh	TDP2 absorb	SIAE inh	PRMT1 FP inh	UHRF1 MBD2 ctr	Tn6 DDE FP	MBD2 inh	Tn7 DDE FP
61	N#Cc1nc(Cc2ccccc2)oc1N1CCC(Cc2ccccc2)CC1	0.7	1	-5	0	10	-2	1	-3	1	7
62	CSc1nnc(CSc2cc(C)nc(N(C)C)n2)o1	0.0	2	2	-3	1	-1	1	-3	-8	-7
63	CCN(CC)S(=O)(=O)c1cc(NC(=O)c2cc([N+](=O)[O-])ccc2N2CCOCC2)ccc1C	0.2	4	11	-6	4	0	0	-4	1	-2
64	CCc1[nH]nc(C(=O)N2CCCC(Nc3cccc(F)c3)C2)c1C (centres undefined)	-0.2	-8	-8	-2	2	5	0	0	1	4
65	COc1cccc(OC)c1OCCCCn1cnc2ccccc2c1=O	0.3	-1	0	21	-3	4	2	6	3	7
66	CCc1cc(C(=O)N2CCN(S(=O)(=O)c3ccc(Cl)cc3)CC2)sc1C	-0.5	1	-5	3	3	3	0	4	-2	-3
67	O=C(CN1CCN(C(=O)C2COc3ccccc3O2)CC1)Nc1ccccc1 (centres undefined)	0.0	2	2	2	1	0	0	0	-2	-3
68	O=C1NC(c2ccccc2O)Nc2ccccc21 (centres undefined)	22*	3	-4	-7	-1	-2	2	-7	2	-6

Entries above with a CF3 group:
cpd	canonical_smiles	KLK7 zymogen act	LEDGF integ inh	TCR CD3 inh	TDP2 absorb	SIAE inh	PRMT1 FP inh	UHRF1 MBD2 ctr	Tn6 DDE FP	MBD2 inh	Tn7 DDE FP
11	Cc1cccc(C)c1-n1nnnc1-c1cnccc1C(F)(F)F	-0.3	2	6	-3	-1	-3	-2	0	-7	1
26	FC(F)(F)c1ccc2nnc(-c3c(Cl)cccc3Cl)n2c1	-0.8	-1	-1	2	0	1	11	2	6	4
